IMP-1 inhibitor = inhibitors of Pseudomonas aeruginosa IMP-1 metallo-beta-lactamase | purified IMP-1, nitrocefin hydrolysis, epi-absorbance fluorescence | inhibition, % at 5.6 µM | 290,000 tested, 0.45% active | AID 1556;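 active = inhibition above the mean plus 3 SD of all compounds in the same screening run, cut at about 4.5% in these data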;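 note: 0% = IMP-1 with DMSO and 100% = DMSO wells lacking enzyme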
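System: purified recombinant IMP-1 beta-lactamase. Medium: Zinc- and detergent-supplemented HEPES buffer, pH 7.1. Compound: one 5.6 µM dose […]. Schedule: 15 min preincubation plus 25 min reaction at 25 °C. Technique: Epi-absorbance fluorescence, 480 nm excitation, 530 nm emission.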
CRFBP-R2 block = antagonists of CRF-binding protein/CRF-R2 receptor complex. HEK293 CRF-R2/CRF-BP, CRF-induced calcium fluorescence. inhibition, % at 11.8 µM. 350,000 tested, 0.59% active;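 active = inhibition of the ligand-induced calcium signal above about 50% at the single tested concentration, limit read from the data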
GalR3 antag = antagonists of human GalR3 | O60755 | HEK293 GalR3-CNG cAMP membrane potential fluorescence; galR3 body fused to GalR1 C-terminus | inhibition, % at 3 µM | 360,000 tested, 0.44% active | AID 651719;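 active = inhibition above the screen-wide average plus 3 SD, cut at about 13% in these data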;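 note: forskolin and galanin both at EC90 stimulate the cells; cAMP rise reported by CNG channel membrane potential dye signal; 0% = forskolin plus galanin with DMSO and 100% = forskolin alone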
p-CIP stab down = p/CIP protein destabilization. Q05BA5. F442A p/CIP-EGFP cells, EGFP fluorescence, 16 h. decrease of EGFP signal, % at 10 µM. 290,000 tested, 0.01% active. AID 1984;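 active = EGFP signal decrease of at least 30% at 10 µM or well 3 SD below plate mean, unless failing retest; inactive = the rest, including hits failing retest or dose response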; note: some compounds called inactive have numbers as strong as hits; many of its hits are not listed in these tables
HCV NS3 hel inh = inhibitors of Hepatitis C virus NS3 helicase; 290,000 tested, 0.56% active; NS3 helicase DNA unwinding, Cy5 molecular beacon fluorescence; AID 1800; inhibition, % at 10.9 µM;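 active = inhibition above the mean of all tested compounds plus 3 SD, set per campaign, cut at about 35% in these data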;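 note: 0% = DMSO wells and 100% = thioflavine S control wells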
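Measured by: Cy5 fluorescence, 0 and 60 min reads / Assay system: NS3 helicase fragment of HCV / Control set: low DMSO, high thioflavine S at 110 µM / Times: 1 h reaction at 25 °C, ATP-initiated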
UBC9 SUMO inh = blocks human SUMOylation mediated by UBC9; HTRF SUMOylation assay, SAE1/SAE2 + UBC9, in vitro; inhibition, % at 35 µM; 290,000 tested, 0.36% active; AID 2006; in the data active = inhibition above about 50%, passing the limit was not always enough; note: strong numbers were not always called active
IDE cell inh = inhibitors of human insulin-degrading enzyme in cells; P14735; 320,000 tested, 0.41% active; HEK cells, FAbetaB cleavage, fluorescence polarization; inhibition, % at 5.59 µM;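 active = percent inhibition above the average of all tested compounds plus 3 SD, set per screening campaign, cut at about 16% in these data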;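 note: IDE supplied by intact live HEK cells; FP after avidin binding of uncleaved biotin substrate so inhibition keeps polarization high; 0% = DMSO wells and 100% = 60 µM reference IDE inhibitor Ii1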
Target sequence (P14735 whole entry, looked up): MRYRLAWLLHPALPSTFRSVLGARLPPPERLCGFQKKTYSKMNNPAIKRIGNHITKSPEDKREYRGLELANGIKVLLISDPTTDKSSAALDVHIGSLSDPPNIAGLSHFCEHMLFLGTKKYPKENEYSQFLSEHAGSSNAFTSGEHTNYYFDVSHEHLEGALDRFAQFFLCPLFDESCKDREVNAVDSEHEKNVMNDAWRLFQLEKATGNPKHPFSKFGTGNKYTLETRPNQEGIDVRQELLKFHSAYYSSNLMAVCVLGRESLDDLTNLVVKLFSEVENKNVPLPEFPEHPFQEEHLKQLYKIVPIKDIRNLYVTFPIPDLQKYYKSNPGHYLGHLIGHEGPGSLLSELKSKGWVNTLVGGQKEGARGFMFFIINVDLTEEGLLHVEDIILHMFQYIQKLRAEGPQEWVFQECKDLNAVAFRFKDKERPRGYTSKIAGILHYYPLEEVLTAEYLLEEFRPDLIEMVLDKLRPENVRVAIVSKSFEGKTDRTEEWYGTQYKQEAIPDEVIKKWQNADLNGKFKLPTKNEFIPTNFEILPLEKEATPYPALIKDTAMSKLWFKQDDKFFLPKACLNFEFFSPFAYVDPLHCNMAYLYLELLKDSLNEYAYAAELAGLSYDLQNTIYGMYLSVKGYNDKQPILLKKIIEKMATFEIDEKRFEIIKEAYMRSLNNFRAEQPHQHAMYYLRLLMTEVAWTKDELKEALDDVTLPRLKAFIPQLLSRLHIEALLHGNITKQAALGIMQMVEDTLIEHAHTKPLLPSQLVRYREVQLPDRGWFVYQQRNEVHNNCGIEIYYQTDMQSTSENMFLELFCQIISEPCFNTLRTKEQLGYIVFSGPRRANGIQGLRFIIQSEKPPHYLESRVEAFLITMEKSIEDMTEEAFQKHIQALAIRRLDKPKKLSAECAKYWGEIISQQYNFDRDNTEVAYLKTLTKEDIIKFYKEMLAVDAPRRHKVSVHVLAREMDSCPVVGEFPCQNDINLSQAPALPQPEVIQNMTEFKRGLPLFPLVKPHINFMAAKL
VIM-2 inh = inhibitors of Pseudomonas aeruginosa VIM-2 metallo-beta-lactamase; inhibition, % at 5.6 µM; purified VIM-2, nitrocefin hydrolysis, epi-absorbance fluorescence; 290,000 tested, 0.89% active; AID 1527;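 active = inhibition above the mean of all tested compounds plus 3 SD, cutoff set per screening run, cut at about 7.5% in these data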;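 note: red hydrolysis product quenches plate fluorescence so inhibitors raise well fluorescence; 0% = enzyme with DMSO and 100% = DMSO without enzyme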
IDE act = IDE (human) activation, cell-based. 340,000 tested, 0.073% active. activation, % at 5.96 µM. HEK cells, FAbeta-B cleavage, fluorescence polarization; 0% vehicle, 100% cell-free pure enzyme wells;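 active = activation above the mean of all tested compounds plus 3 SD, set per screening campaign, cut at about 17% in these data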
* hit, by the source's call; . = not tested or not shown.

SMILES	IMP-1 inhibitor	CRFBP-R2 block	GalR3 antag	p-CIP stab down	HCV NS3 hel inh	UBC9 SUMO inh	IDE cell inh	VIM-2 inh	IDE act
CC1Cc2ccccc2N1C(=O)COC(=O)/C=C/c1ccc(F)cc1 (centres undefined)	.	12	1	.	.	.	0	.	6
CCC(C)NC(=O)C1c2ccccc2C(=O)N(c2ccc(OC)cc2)C1c1ccc(OC)cc1 (centres undefined)	-0.6	-8	-2	3	-2	4	3	-1.5	4
Cc1ccc2c(c1)-c1c(ssc1=S)C(C)(C)N2C(=O)CN1C(=O)c2ccccc2C1=O	-0.5	10	0	-10	3	0	4	1.4	4
CCc1nnc(NC(=O)C2CCN(c3cnccn3)CC2)s1	-4.7	5	-2	-6	5	12	2	-2.8	3
CCCn1nnc2c(=O)oc3ccccc3c21	-2.3	18	-1	8	5	8	6	2.9	-1
CNC(=O)C(Sc1ccccc1)c1ccccc1 (centres undefined)	-2.6	0	-1	4	-1	9	3	-8.0	1
COc1ccc(C(=O)Nc2ccc(NC(=O)C3CC3)nc2)cc1	-2.7	5	-5	4	-10	-5	-2	-1.5	-1
CCOC(=O)Cn1c(=O)c2c(nc(N3CCCCC3)n2C)n(C)c1=O	-0.5	-22	-1	4	-7	6	-2	0.2	1
CC(C)Cn1c(=O)c2sccc2n2c(CCCC(=O)N3CCC(N4CCCCC4)CC3)nnc12	-2.1	1	-3	-13	-6	19	4	7.7*	3
NS(=O)(=O)c1cccc(NC(=O)COC(=O)Cc2ccc(S(=O)(=O)N3CCCCC3)s2)c1	5.6*	7	4	-11	28	16	5	-3.7	0
Cc1csc(=O)n1CC(=O)OCC(=O)NCc1ccc(Cl)cc1Cl	.	0	1	.	.	.	-2	.	4
C[C@@H]1CN(Cc2nc(-c3cnccn3)no2)C[C@H](C)O1	-1.3	-6	-1	12	3	4	-1	-1.1	4
O=C(NCc1ccc2c(c1)OCO2)C1CC(=O)N(CCc2ccc(F)cc2)C1 (centres undefined)	-3.6	7	-10	3	0	-2	-1	-4.0	3
COc1ccc(/C=C(/NC(=O)c2ccco2)C(=O)NCc2ccco2)cc1OC	2.3	15	0	-22	17	-4	1	1.1	-3
COc1cccc(C2Nc3c(F)cc(Br)cc3C3C=CCC32)c1OC (centres undefined)	-2.5	-20	-11	-3	4	18	-1	-2.9	0
Cc1nc2scc(-c3cccs3)c2c(=O)n1N	-4.0	-6	-2	4	2	15	-1	-1.9	5
S=c1[nH]nc(COc2ccccc2)n1/N=C/c1ccccc1Cl	-4.8	10	-9	-15	19	-9	1	-4.4	-7
O=C(N/N=C/C=C/c1ccccc1)c1cc(C2CC2)[nH]n1	-3.8	-12	-5	4	-4	0	-1	-3.9	5
OC(C#CCN1CCCCC1)(c1ccccc1)c1ccccc1	-3.9	7	-7	-15	-3	7	7	-2.8	2
Cc1cc(C)c(NC(=O)Cn2nnc(C(=O)NCc3ccco3)c2N)c(C)c1	-3.5	7	-4	4	5	13	-3	-1.5	7

Copied from the list.
COc1ccc(C(=O)Nc2ccc(NC(=O)C3CC3)nc2)cc1 – IDE cell inh: -2
CNC(=O)C(Sc1ccccc1)c1ccccc1 (centres undefined) – VIM-2 inh: -8.0

Next section
SMILES	IMP-1 inhibitor	CRFBP-R2 block	GalR3 antag	p-CIP stab down	HCV NS3 hel inh	UBC9 SUMO inh	IDE cell inh	VIM-2 inh	IDE act
O=C(CSc1nnc(NC(=O)CN2CCOCC2)s1)Nc1ccccc1	-2.2	2	0	-13	-1	4	-1	-4.1	3
CC(C)N1C(=O)CC(Nc2cccc3cccc(N)c23)C1=O (centres undefined)	12*	-2	-5	-6	40*	87	.	-2.3	5
CCOc1ccc(/C=N/n2cnnc2)cc1	-3.5	5	-6	-4	0	32	-1	-2.7	4
CCOC(=O)COc1ccc(/C=C2\NC(=S)N(CC)C2=O)cc1	-2.0	-5	-13	0	0	-22	-5	-0.8	13
CSc1nc(C2CC2)cc(-c2cccs2)c1C#N	-0.9	-5	-1	-36	19	17	-3	0.7	0
CC(=O)/C(=C/N(C)C)Sc1ccc(C)cc1	-2.9	8	3	-3	-7	8	-5	-1.1	4
CC(=O)Nc1ccc(S(=O)(=O)Nc2nc3ccccc3nc2N2CCCCCC2)cc1	0.5	-7	-3	7	-13	-26	4	2.0	-8
O=C(NCCc1ccccc1)c1ccc(CS(=O)(=O)c2ccc(Br)cc2)o1	-1.1	1	0	-9	-4	16	-2	-1.5	2
CCOC(=O)c1cnn(-c2ncnc3sc(CC)cc23)c1N	-0.8	-8	3	-4	8	3	3	-2.4	-3
COc1cccc(N2CCN(CC(=O)Nc3ccccc3C(=O)NCCc3ccccc3)CC2)c1	.	26	-7	.	.	.	-2	.	-1
CCN(Cc1ccc2c(c1)OCCO2)C(=O)CSc1nc(C)nc2sc(C)c(C)c12	.	15	-5	.	.	.	4	.	0
COc1ccc2sc(N(CCCN(C)C)C(=O)c3ccc(S(=O)(=O)N(C)C4CCCCC4)cc3)nc2c1	.	-14	-1	.	.	.	-3	.	3
CSCC[C@H](Nc1ncnc2sc(C)c(C)c12)C(=O)O	-3.9	26	2	8	3	-12	-2	4.6	6
CC1(C(=O)O)CCC(C(=O)Nc2ccc3ccccc3c2)C1(C)C (centres undefined)	-2.7	10	-3	-16	5	6	4	-2.3	6
CC1(C)Cc2ccccc2C(CSc2ccccc2C(=O)O)=N1	-1.6	7	-2	-5	8	4	2	1.0	-1
O=C(NC(=S)Nc1ccccc1N1CCCC1)c1cccc(F)c1	-2.2	-24	-5	-3	1	4	0	13*	7
CC(C(=O)NCC1CCCCC1)N1CCN(S(=O)(=O)/C=C/c2ccccc2)CC1 (centres undefined)	-2.3	8	-2	0	4	-12	0	0.6	1
CC(=O)c1ccc(NC(=O)COC(=O)/C=C/c2cccs2)cc1	.	4	-4	.	.	.	-1	.	-1
O=C(CSc1ccc(-c2cccc([N+](=O)[O-])c2)nn1)N1CCCC1	-1.6	-1	-2	4	4	2	3	-1.1	6
CN1C(=O)N(CC(=O)N2CCN(S(=O)(=O)c3ccc(Cl)s3)CC2)C(=O)C12CCCCC2	.	4	-4	.	.	.	-2	.	2
CCCNC(=O)Cc1cc(=O)[nH]c(=O)[nH]1	-2.4	8	2	-21	10	-12	0	-0.9	5
Cc1cccc(C)c1NC(=O)C1CC(=O)N(C(C)C)C1 (centres undefined)	-2.0	-8	-2	1	0	5	-2	-4.4	0
O=C(c1ccc(Cl)cc1)c1cnc(-c2ccc(Cl)cc2)s1	-1.7	9	-3	-1	-4	4	-1	-3.3	1
CN(c1ccc(OCC(=O)OCC(=O)Nc2ccc(Br)cc2)cc1)S(=O)(=O)c1cccs1	0.5	19	-1	-7	-21	-12	3	-3.0	-3
Clc1ncc(CN2CCN(Cc3ccccc3)CC2)s1	-0.3	8	-2	-2	-6	-2	-6	-0.2	2
O=C(Cn1cc(C(F)(F)F)ccc1=O)N/N=C/c1ccccc1O	-2.5	12	-3	-4	-5	13	-5	-2.5	2
Brc1cccc(OCCN2CCOCC2)c1	-0.1	-2	-1	-11	6	4	-1	-0.8	0
Cc1ccc(C(=O)Nc2cc(C(F)(F)F)ccc2-n2cncn2)o1	.	2	-6	.	.	.	3	.	2
COC(=O)c1[nH]c2cccc(OC)c2c1NC(=O)CN1CCN(c2cccc(OC)c2)C(C)C1 (centres undefined)	-0.9	-2	-6	-3	-28	1	1	-1.0	-3
COc1cccc(CNC(=O)CCS(=O)(=O)c2ccc3c(c2)NC(=O)C(C)S3)c1 (centres undefined)	0.0	-3	3	-16	20	4	-3	-2.5	0
Cc1nc(Cl)c(Cl)n1CCOc1ccccc1	-1.5	45	-4	-2	-5	24	11	-1.0	.
C#CCNC(=O)C1=C[C@@H](c2coc3ccccc3c2=O)C[C@@H](OCCCCO)O1	-3.7	-2	-11	-18	9	-2	-2	-1.9	7
NC(=O)c1cnn2c1NC(c1ccc(F)cc1)CC2C(F)(F)F (centres undefined)	-2.9	-3	-5	6	-1	10	10	-4.3	-2
CCOC(=O)C1CCN(C2=C(NS(=O)(=O)c3ccc(Cl)cc3)C(=O)c3ccccc3C2=O)CC1	-2.8	5	4	-3	2	38	0	2.5	7
CCN(CC)Cc1nc2sc(C)c(C)c2c(=O)[nH]1	-3.7	-6	-5	4	2	15	3	-3.0	-1
COc1ccc(/C=C/C(=O)OCn2c(SC)nnc(C)c2=O)cc1OC	-0.6	29	-3	10	3	6	2	-2.3	6
Fc1ccccc1-c1nnc2ccc3ccccc3n12	4.8*	-5	-2	11	-5	0	1	-1.6	1
C/C(=N\Nc1ccc([N+](=O)[O-])cc1)c1ccc(N2CCOCC2)cc1	0.1	-22	1	-25	-10	13	-3	-2.0	2
CC(=O)Nc1c(-c2cc(=O)oc3cc(C)ccc23)oc2ccccc12	-3.3	-7	1	-2	-1	7	.	-2.0	5
CCOC(=O)C1CCCN(C(=O)c2ccc(OC)c([N+](=O)[O-])c2)C1 (centres undefined)	-2.0	-8	1	-14	-4	-5	3	1.4	1

Sorted by SMILES length (low to high): some entries from above.
SMILES	IMP-1 inhibitor	CRFBP-R2 block	GalR3 antag	p-CIP stab down	HCV NS3 hel inh	UBC9 SUMO inh	IDE cell inh	VIM-2 inh	IDE act
Brc1cccc(OCCN2CCOCC2)c1	-0.1	-2	-1	-11	6	4	-1	-0.8	0
Cc1nc(Cl)c(Cl)n1CCOc1ccccc1	-1.5	45	-4	-2	-5	24	11	-1.0	.
Clc1ncc(CN2CCN(Cc3ccccc3)CC2)s1	-0.3	8	-2	-2	-6	-2	-6	-0.2	2
CCCNC(=O)Cc1cc(=O)[nH]c(=O)[nH]1	-2.4	8	2	-21	10	-12	0	-0.9	5
Cc1cccc(C)c1NC(=O)C1CC(=O)N(C(C)C)C1 (centres undefined)	-2.0	-8	-2	1	0	5	-2	-4.4	0
O=C(c1ccc(Cl)cc1)c1cnc(-c2ccc(Cl)cc2)s1	-1.7	9	-3	-1	-4	4	-1	-3.3	1
O=C(Cn1cc(C(F)(F)F)ccc1=O)N/N=C/c1ccccc1O	-2.5	12	-3	-4	-5	13	-5	-2.5	2
Cc1ccc(C(=O)Nc2cc(C(F)(F)F)ccc2-n2cncn2)o1	.	2	-6	.	.	.	3	.	2
COc1ccc(/C=C/C(=O)OCn2c(SC)nnc(C)c2=O)cc1OC	-0.6	29	-3	10	3	6	2	-2.3	6
CC(=O)Nc1c(-c2cc(=O)oc3cc(C)ccc23)oc2ccccc12	-3.3	-7	1	-2	-1	7	.	-2.0	5
COc1cccc(CNC(=O)CCS(=O)(=O)c2ccc3c(c2)NC(=O)C(C)S3)c1 (centres undefined)	0.0	-3	3	-16	20	4	-3	-2.5	0
CCOC(=O)C1CCN(C2=C(NS(=O)(=O)c3ccc(Cl)cc3)C(=O)c3ccccc3C2=O)CC1	-2.8	5	4	-3	2	38	0	2.5	7
